Assay outcomes as filed in PubChem.
PMI inhibition = MPI inhibition at elevated mannose 6-phosphate – biochemical, fluorescence intensity, high mannose 6-phosphate, primary screen (AID 1220). recombinant PMI enzyme, coupled fluorescence intensity; higher % means a stronger effect. inhibition, % at 20 µM, or IC50 in µM where a hit was titrated. 0.66% of 190,000 active
M1AAP inhibition = malaria alanyl aminopeptidase activity blockers – biochemical, fluorogenic H-Leu-NHMec substrate, 1536-well (AID 1445). one-dose inhibition, % at 30 µM; IC50 in µM for titrated hits. recombinant M1AAP, H-Leu-NHMec fluorogenic kinetic assay; higher % means a stronger effect. 0.42% of 220,000 active;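 active = primary inhibition above the hit cutoff, then over 50% inhibition at one or more dose response concentrations, cut at about 23% in these data, passing the limit was not always enough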;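 note: plate controls were DMSO full reaction for no effect and no enzyme background for full effect; strong numbers were not always called active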
P. falciparum M17LAP = P. falciparum M17LAP inhibitors, primary screen, biochemical, fluorogenic H-Leu-NHMec substrate, 1536-well (AID 1619) | recombinant M17LAP, H-Leu-NHMec fluorogenic kinetic assay; higher % means a stronger effect | one-dose inhibition, % at 30 µM; IC50 in µM for titrated hits | 0.38% of 220,000 active;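 active = compound inhibiting the enzyme by more than half at any dose during confirmatory dose-response retesting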;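 note: plate controls were full reaction with DMSO carrier for no effect and no enzyme background for full effect; strong numbers were not always called active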
TNAP activators = human TNAP enzyme activators, primary screen, biochemical, luminescent, no phosphate acceptor, uHTS (AID 1001); 0.03% of 200,000 active; activation fold at 20 µM; hits with a dose series show EC50 in µM; purified TNAP, luminescent activation assay, no phosphate acceptor; higher activation fold means a stronger effect; in the data active = activation fold from about 3, or a potency from the dose series; inactive = the rest, 99 in 100 with activation fold below about 1.6; note: many of its hits are not listed in these tables
T cell HTS = T cell immune modulation candidate. calls only at 7 µM. 2C CD8+ T cell-vesicle binding, flow cytometry; stronger effect = lower value. 0.068% of 330,000 active;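 active = response, share of CD8 T cells binding vesicles, and their 90th percentile fluorescence all below set limits, cut at about 80% in these data, passing the limit was not always enough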
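Assay system – 2C mouse CD8+ T cells · Also added – QL9-loaded Drosophila micro-vesicles · Timing – Cell–vesicle co-incubation 1.5 h at 37 °C, staining 20 min on ice · Signal – flow cytometry of vesicle-bound cells · Measure – percent CD8+ FL2 mean versus row control · Controls – Peptide-free naked vesicles (low) and QL9 vesicles with 0.7% DMSO vehicle (high)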
UTI89 phage lysis = protection from phage-mediated lysis, alamar blue read-out – E. coli UTI89, K1F phage, bacterial capsule biogenesis inhibitors (AID 488966); E. coli UTI89 K1F phage lysis, alamar blue, 2 h; higher % means a stronger effect; one-dose inhibition, % at 100 µM; IC50 in µM for titrated hits; 0.02% of 340,000 active;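 active = phage lysis inhibition, versus mean bacterial control, above a set limit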;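 note: capsule biogenesis inhibitors block K1F phage lysis so surviving cells raise fluorescence; higher fluorescence means more inhibition of phage lysis; actives were called in the ten point dose series up to 300 µM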
human PMI inhibition = inhibitors of human PMI, primary screen, biochemical, fluorescence intensity, coupled assay (AID 1209); purified PMI enzyme, coupled fluorescence intensity; higher % means a stronger effect; inhibition, % at 20 µM; hits with a dose series show IC50 in µM; 0.42% of 190,000 active;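 note: plate controls were DMSO vehicle for no effect and wells lacking substrate for full effect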
West Nile virus CPE = inhibition of WNV-induced cytopathic effect – cell-based, CPE readout (AID 1621). CPE inhibition, % at 10 µM, or IC50 in µM where a hit was titrated. 0.02% of 290,000 active. West Nile virus-infected cells, CPE inhibition; higher % means a stronger effect; in the data active = a potency from the dose series; note: strong numbers were not always called active
RSV antiviral HEp-2 = inhibition of RSV-induced cytopathic effect – HEp-2 cells, primary 10 µM value included (AID 2391). HEp-2 cells, RSV-induced CPE inhibition; higher % means a stronger effect. CPE inhibition, % at 10 µM; hits with a dose series show IC50 in µM. 0.13% of 310,000 active; in the data active = a potency from the dose series; note: strong numbers were not always called active
T cell HTS vesicle-bound % = recorded beside T cell HTS, whose call it bears; double positive events, %; measured here: CD8+ vesicle-bound cell fraction;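 binding gate set so that unloaded-vesicle control wells show 10% double positive cells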
The depositor's hits bear a star; i = inactive; . = no result given; [ ] = dose if it differs, or a comment. Cut-off read from the data, not from the text of the source, unless noted: active = inhibition above about 50%; inactive = the rest.

SMILES	PMI inhibition	M1AAP inhibition	P. falciparum M17LAP	TNAP activators	T cell HTS	T cell HTS vesicle-bound %	UTI89 phage lysis	human PMI inhibition	West Nile virus CPE	RSV antiviral HEp-2
CCCN1C(=O)S/C(=C\c2ccc(N3CCOCC3)cc2C)C1=O	9%	-1%	1%	1	.	.	.	11%	-0.6%	.
O=C(Cc1ccc(Cl)cc1)NNC1CC(=O)N(c2ccc3ccccc3c2)C1=O (stereo not drawn)	.	1%	2%	.	i	56	0.3%	.	0.6%	2.7%
CCOc1ccc(CC(=O)NNC(=S)NC)cc1Br	.	-2%	-7%	.	i	27	.	.	-0.7%	.
CN(C)c1ccc(/C=N/n2c(COc3ccccc3)n[nH]c2=S)cc1	2%	10%	4%	2	i	46	0.5%[50 µM]	5%	-0.5%	13%
COC(=O)c1cc(S(=O)(=O)Nc2c(C)cccc2C)cn1C	.	.	.	.	i	32	-1.4%	.	-0.9%	4.1%
CC(=O)Nc1ccc(S(=O)(=O)N2CCC(NC(=O)c3ccccc3)CC2)cc1	.	.	.	.	i	54	0.3%	.	-0.1%	0.3%
Cc1cc(C(=O)CSc2nnnn2-c2ccc(O)cc2)c(C)n1C	10%	5%	4%	1	i	53	-0.1%	-2%	-0.3%	2.4%
Cc1sc2ncnc(N3CCOCC3)c2c1C	5%	18%	-1%	1	i	33	-0.2%	7%	-0.1%	2.7%
CN(C)S(=O)(=O)c1ccc(Cl)c(NC(=O)COC(=O)CN2C(=O)C3CCCCC3C2=O)c1 (stereo not drawn)	-6%	1%	-8%	1.2	i	28	4.0%	0%	0.0%	0.4%
COc1cccc(CC(=O)N[C@@H](CCSC)c2nc3ccccc3[nH]2)c1	6%	-1%	0%	1.1	i	14	5.5%	-1%	-0.9%	-0.7%
O=C(c1cnc2c(c1)COc1ccc(Cl)cc1-2)c1ccccc1O	-1%	3%	17%	1	i	58	0.2%	-7%	0.0%	4.8%
O=C(O)COCc1nc2ccccc2[nH]1	-10%	12%	11%	0.9	i	32	0.6%	-4%	1.5%	-0.4%
COc1cc(NC(=O)c2ccnc(N)c2)cc(C(=O)Nc2cccc(C(F)(F)F)c2)c1	.	0%	2%	.	i	28	1.8%	.	-0.1%	-0.9%
CCCC(O)(CCN(C)C)c1ccc(OC)cc1 (stereo not drawn)	-9%	2%	0%	0.9	i	10	0.4%[50 µM]	-4%	0.0%	1.2%
COc1cccc2cc3c(=O)n(-c4ccccc4)nc-3oc12	-9%	-1%	6%	1.1	i	39	0.0%	-10%	-0.1%	1.1%
O=C(COC(=O)C1=COCCO1)Nc1cccc(S(=O)(=O)N2CCOCC2)c1	.	.	.	.	i	57	1.3%[50 µM]	.	-0.5%	2.1%
COc1ccccc1CN1CC(C(=O)NCC2CCCO2)CC1=O (stereo not drawn)	-3%	1%	-2%	0.9	i	5	2.3%	-8%	-0.2%	-0.3%
O=c1c2ccccc2c(C=NCCO)c(O)n1-c1ccccc1	5%	7%	9%	1.1	i	4	0.3%	3%	0.2%	1.6%
COc1ccccc1C(=O)N(Cc1ccccc1)c1ccc(C)cc1	.	.	.	.	i	58	0.5%[50 µM]	.	-1.3%	4.9%
Cn1cccc1Cc1nnc(SCC(=O)NCC2CCCO2)n1CCc1ccccc1 (stereo not drawn)	-1%	5%	8%	1.1	i	29	1.6%	10%	-0.6%	-0.6%

Single records, as listed above. Screens in order: PMI inhibition	M1AAP inhibition	P. falciparum M17LAP	TNAP activators	T cell HTS	T cell HTS vesicle-bound %	UTI89 phage lysis	human PMI inhibition	West Nile virus CPE	RSV antiviral HEp-2
Record of Cc1cc(C(=O)CSc2nnnn2-c2ccc(O)cc2)c(C)n1C = 10%	5%	4%	1	i	53	-0.1%	-2%	-0.3%	2.4%
Record of CN(C)c1ccc(/C=N/n2c(COc3ccccc3)n[nH]c2=S)cc1 = 2%	10%	4%	2	i	46	0.5%[50 µM]	5%	-0.5%	13%
Record of CC(=O)Nc1ccc(S(=O)(=O)N2CCC(NC(=O)c3ccccc3)CC2)cc1 = .	.	.	.	i	54	0.3%	.	-0.1%	0.3%
Record of Cn1cccc1Cc1nnc(SCC(=O)NCC2CCCO2)n1CCc1ccccc1 (stereo not drawn) = -1%	5%	8%	1.1	i	29	1.6%	10%	-0.6%	-0.6%

Other entries.
SMILES	PMI inhibition	M1AAP inhibition	P. falciparum M17LAP	TNAP activators	T cell HTS	T cell HTS vesicle-bound %	UTI89 phage lysis	human PMI inhibition	West Nile virus CPE	RSV antiviral HEp-2
CCC(C)(C(=O)NC1CCCC1)N(C(=O)CC1NC(=O)NC1=O)c1c(C)n(C)n(-c2ccccc2)c1=O (stereo not drawn)	-10%	7%	1%	1.1	i	14	0.3%	-7%	-0.4%	0.4%
COc1cc(/C=N/NC(=O)c2ccc(F)cc2)ccc1OC(=O)c1ccco1	-6%	1%	-10%	1	i	32	5.5%	-4%	0.6%	0.8%
CCn1cc(C(=O)NCC2CCCO2)c(=O)c2cc(S(=O)(=O)N(C)C)ccc21 (stereo not drawn)	2%	6%	21%	1.1	i	45	5.8%	-14%	0.2%	-0.1%
COCc1cc(C)nc(OCC(=O)N/N=C/c2ccc(O)cc2)c1C#N	12%	-3%	7%	1.1	i	47	-0.1%	12%	0.2%	2.0%
Cc1cc(C(=O)CSc2nncs2)c(C)n1-c1c(C)n(C)n(-c2ccccc2)c1=O	3%	11%	5%	1.1	i	22	4.9%	1%	0.5%	2.2%
COc1ccc(CCNC(=O)Cn2ccc3cc(S(=O)(=O)N4CCCC4)ccc32)cc1OC	.	.	.	.	i	53	0.4%	.	0.1%	1.1%
Cn1cccc1/C=N/n1c(-c2ccco2)n[nH]c1=S	6%	5%	5%	0.9	i	59	-0.1%	12%	0.4%	0.8%
Cc1cccc(C)c1NC(=O)CNC(=O)c1ccccc1	.	.	.	.	i	25	0.5%	.	0.3%	1.9%
CCc1nc2ccccc2c(C(=O)OCCN2C(=O)c3ccccc3C2=O)c1C	-2%	0%	-14%	1.1	i	59	0.7%	9%	0.0%	-0.7%
COc1cc(C)c(Cl)cc1S(=O)(=O)n1cnc2ccccc21	5%	0%	-19%	1.1	i	63	0.3%	8%	0.0%	2.4%
c1cnc(Nc2nc(-c3ccc4ccccc4c3)cs2)nc1	-2%	-3%	1%	1.1	i	24	4.5%	-4%	-0.2%	-2.6%
O=C(CSc1nc2ccccc2s1)N1CCCCC1	3%	2%	11%	1.1	i	29	0.2%	12%	-0.4%	0.5%
COc1ccccc1NC(=O)CN(C)S(=O)(=O)c1ccc(F)cc1	0%	8%	7%	1.1	i	55	0.4%	-5%	0.1%	0.1%
CCN(CC)c1ccc(/C=N/NC(=O)CN2CCCc3ccccc32)cc1	15%	11%	9%	1.2	i	57	0.4%	25%	0.5%	2.9%
CCn1c(=O)c2sccc2n(Cc2cc(C(=O)OC)ccc2OC)c1=O	.	.	.	.	i	46	-0.8%	.	-1.4%	0.4%
CC1CCN(C(=O)CCc2nnc(-c3ccccc3)o2)CC1	-5%	5%	14%	1.1	i	57	-0.5%	2%	-0.7%	1.1%
O=C(/C=C/c1cc([N+](=O)[O-])ccc1OC(F)F)Nc1cccc2ccccc12	2%	-2%	6%	1.1	i	36	3.8%	6%	-0.1%	3.1%
O=C(c1ccc(Cl)c(Cl)c1)N1CCC(=O)N(C(COCc2ccc(Cl)cc2)Cc2ccccc2)CC1 (stereo not drawn)	5%	8%	9%	1	i	23	1.0%	-2%	-0.6%	11%
CC(=O)Nc1nc(-c2ccccc2)ns1	8%	2%	1%	1.1	i	20	0.2%	5%	0.1%	0.6%
O=C(N/N=C/c1ccccc1F)NC12CC3CC(CC(C3)C1)C2	.	.	.	.	i	2	0.0%	.	-0.4%	11%
O=C(c1ccccc1Oc1nnnn1-c1ccccc1)N1CCOCC1	5%	4%	-2%	1.1	i	9	0.3%	6%	1.0%	0.6%
O=C1c2ccccc2C(=O)N1CCOc1ccccc1Cl	.	.	.	.	i	53	0.1%	.	0.1%	1.2%
Cc1ccc(C)c(C2NC(=O)c3ccccc3N2)c1 (stereo not drawn)	.	10%	-3%	.	i	55	0.1%	.	0.1%	-1.6%
CC1Cc2nc(SCC(=O)Nc3ccc4c(c3)OCO4)n(CCc3ccccc3)c(=O)c2S1 (stereo not drawn)	15%	5%	-9%	1.2	i	25	0.0%	23%	0.3%	2.1%
CCC(C)(C(=O)NC1CCCC1)N(Cc1ccco1)C(=O)c1ccccn1 (stereo not drawn)	-1%	-2%	6%	1	i	18	0.6%	-5%	0.0%	-1.2%
S=C(NCc1ccco1)N/N=C/c1cccnc1	.	2%	6%	.	i	16	0.8%	.	0.3%	.
Cc1onc(-c2ccccc2Cl)c1C(=O)Nc1cccc2cccnc12	7%	10%	-1%	1.1	i	22	-0.1%	6%	0.1%	23%
COc1ccc(S(=O)(=O)N2CCCC2)cc1NC(=O)c1ccccc1F	.	.	.	.	i	38	0.4%	.	0.5%	1.9%
CC(C)CCC(O)(c1ccccc1)C(CN1CCOCC1)c1ccccc1 (stereo not drawn)	.	.	.	.	i	32	-0.8%[50 µM]	.	0.2%	2.5%
CS(=O)(=O)c1ccccc1-c1nc(-c2cccc(Cl)c2)no1	10%	12%	7%	1.1	i	48	-2.4%	9%	-0.2%	1.2%
COC(=O)C(NC(=O)CCc1nnc2ccc(N3CCC(C)CC3)nn12)C(C)C (stereo not drawn)	.	.	.	.	i	34	0.2%	.	-0.6%	2.4%
Cc1ccccc1-n1ncc(C(C)NC(=O)c2ccccc2)c1C (stereo not drawn)	0%	-2%	-1%	1	i	22	0.6%	5%	-1.1%	5.9%
Cc1ccc(C)c(NC(=O)C2CCN(C(=O)c3cccs3)CC2)c1	.	.	.	.	i	22	0.1%	.	-0.2%	2.9%
Cc1nn(CCOc2ccccc2)c(=O)n1-c1cccc(F)c1	-12%	2%	-8%	1.1	i	22	1.8%	-8%	-0.1%	-0.1%
COc1ccc(S(=O)(=O)N2CCN(C(=O)c3cc(-c4ccccc4OC)n[nH]3)CC2)cc1	.	.	.	.	i	23	0.4%	.	0.0%	7.3%
Cc1c(OCc2nn[nH]n2)ccc2c3c(c(=O)oc12)CCCC3	16%	5%	47%	1.1	i	42	0.8%	10%	0.3%	-0.1%
Fc1ccc(CN2CCN(c3ncccn3)CC2)c(F)c1	.	.	.	.	i	25	0.1%	.	0.4%	-0.2%
CN(C)C(=O)NC(Nc1cccc([N+](=O)[O-])c1)C(Cl)(Cl)Cl (stereo not drawn)	-8%	0%	23%	1.1	i	49	0.0%	-14%	-0.3%	0.8%
